PV pol inh: inhibitors of poliovirus RNA polymerase binding and polymerization | % elongation, % (compound at 16.7 µg/mL) | poliovirus polymerase elongation, fluorescence polarization; stronger effect = lower value | 150,000 compounds, 0.66% hits | P03300; in the data active = % elongation below about 90%; note: some results filed as inactive read as strong as hits
Target sequence (P03300 1749-2209 limits assumed): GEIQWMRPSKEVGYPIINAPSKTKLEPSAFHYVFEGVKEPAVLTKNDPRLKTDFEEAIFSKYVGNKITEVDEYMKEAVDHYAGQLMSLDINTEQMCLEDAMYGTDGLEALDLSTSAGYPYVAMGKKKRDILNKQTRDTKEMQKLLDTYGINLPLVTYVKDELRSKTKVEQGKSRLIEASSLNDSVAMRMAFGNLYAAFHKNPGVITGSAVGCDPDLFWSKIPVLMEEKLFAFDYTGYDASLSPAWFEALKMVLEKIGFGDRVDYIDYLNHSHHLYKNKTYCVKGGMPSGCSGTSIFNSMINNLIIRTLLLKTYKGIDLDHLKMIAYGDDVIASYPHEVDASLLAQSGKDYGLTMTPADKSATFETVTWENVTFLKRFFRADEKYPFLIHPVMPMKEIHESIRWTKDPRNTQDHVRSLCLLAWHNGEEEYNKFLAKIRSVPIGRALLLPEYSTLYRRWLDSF
PV pol inh FP z-score: second read-out of PV pol inh, no call of its own (marks repeat the call); z-score; measured here: FP z-score; hits read low
An asterisk follows results filed as active; & = joins results of further samples. This is a subset; rates above refer to the full screens.

Structure | PV pol inh | PV pol inh FP z-score
Cc1c(C(=O)N2CCC(C)CC2)oc2ccc(S(=O)(=O)N3CCCCC3)cc12 | 101 | 0.2
Cc1ccc(OCC(=O)N(Cc2ccco2)Cc2ccc(C)o2)cc1 | 104 | -0.6
Cc1cccc(C(=O)NCC(=O)OCc2cccc(C(F)(F)F)c2)c1 | 102 | 0
CC(C)N(C(=O)CSc1nnc(Cn2nnc3ccccc32)n1C)C(C)C | 102 | 0.1
C[C@]12CCC3C(CC[C@H]4CC(=O)CC[C@]34C)C1CCC2=O (some centres not stated) | 100 | 0.1
COc1ccc(Cl)cc1NC(=O)c1noc2c1CCc1ccccc1-2 | 106 | 0.5
COc1ccc(C(=O)N(c2ccccn2)C2CCCCC2)c(OC)c1 | 100 | -0.5
CC(C)CNC(=O)c1cccc(NC(=O)CC(C)C)c1 | 99 | -0.3
COCC(C)Nc1oc(-c2ccc(Cl)cc2)nc1C#N (configuration not stated) | 104 | 0.4
CCOC(=O)Cn1c(=O)oc2cc(S(=O)(=O)N(CCN(C)C)Cc3ccccc3)ccc21 | 101 | 0.3
N#Cc1c(NC(=O)c2ccc(Cn3cc(Br)cn3)o2)sc2c1CCCCC2 | 98 | -1.3
O=C(O)C1Cc2c([nH]c3ccccc23)C(Cc2ccccc2)N1 (configuration not stated) | 101 | -0.1
Nc1ccc2nc(CCCc3nc4ccc(N)cc4s3)sc2c1 | 106 | 0.3
COC(=O)/C(=C/c1ccc(F)cc1)NC(C)=O | 102 | 0.5
Cc1cccc(NC(c2cccc(F)c2)c2ccc3ccc(C)nc3c2O)n1 (configuration not stated) | 108 | 0.8
O=C(Cn1cnc2c(nnn2-c2cccc(Cl)c2)c1=O)OCc1ccccc1 | 101 | -0.1
COC(=O)c1sc(S(=O)(=O)N2CCN(c3ccccc3OC)CC2)c(C(=O)OC)c1C | 100 | -0.2
CCCCCCCCC#CCC#CCC#CCCCC(=O)O | 103&103 | 0.8&0.7
Cc1nc2ccccc2c(=O)n1CC(=O)NC(N)=O | 102 | -0.2
COc1ccc(N2CCN(C(=O)c3cn(CC(C)C)c(=O)c4c3c3ccccc3n4C)CC2)cc1 | 105 | -0.2
COc1ccc(CCNC(=O)CCc2c(C)c3cc4c(C)c(C)oc4cc3oc2=O)cc1 | 111 | 0.6
CCOC(=O)c1c(NC=O)sc2c1CCCC2 | 101 | -0.3
Cc1ccccc1NC(=O)OC1CCCCC1 | 102 | 0
Cc1cc(C)c(C=C2C(=O)OC(C)(C)OC2=O)[nH]1 | 104 | 0.7
CS(=O)(=O)Nc1ccc(C2=NN(S(C)(=O)=O)C(c3ccccc3F)C2)cc1 (configuration not stated) | 109 | 3.4
CCOc1ccc2c(=O)c(Oc3ccccc3Br)coc2c1 | 101 | -0.1
COc1ccc(S(=O)(=O)Nc2cccc(-c3ccc(N4CCCC4)nn3)c2)c(OC)c1 | 102 | -1
Cc1[nH]n(-c2nc(-c3ccccc3)cs2)c(=O)c1N=Nc1ccc(O)cc1 | 101 | -0.3
CCCn1c(CN2CCN(c3ccc(OC)cc3)CC2)nc2c1c(=O)[nH]c(=O)n2C | 103 | -0.3
Cc1ccc2c(c1)sc(=NC(=O)CN1C(=O)c3ccccc3C1=O)n2C | 101 | 0
Cc1ccc(NC(=O)CN2c3ccccc3S(=O)(=O)c3ccccc32)cc1F | 105 | -0.2
Cc1ccc(C2CC(=O)Nc3c2c(C)nn3-c2nc(C)cc(C)n2)c(C)c1 (configuration not stated) | 108 | 0.3
COc1nnc(-c2ccc(N3CCOCC3)c(NS(=O)(=O)c3ccc(C)cc3)c2)c2ccccc12 | 104 | 0.6
Cc1nc2c(c(C)c1CCC(=O)NCc1ccc(F)cc1)c(=O)n(C)c(=O)n2C | 109 | 0.6
COc1ccc2c(C)nc(NC3=NC(c4ccccc4)CC(=O)N3)nc2c1 (configuration not stated) | 99 | -1.3
Nc1nc2ccc(SC(F)F)cc2s1 | 97 | -0.3
O=C(COC(=O)c1ccccc1C(F)(F)F)Nc1c(F)cccc1F | 98 | 0
Cc1cc(=O)n(CC(=O)NC(C)C)c2c1c(C)nn2-c1ccccc1 | 101 | 0.1
Cc1ccc(OC(=O)CSc2nnc(-c3ccc4c(c3)OCO4)o2)c(C)c1 | 102 | -0.7
CCOC(=O)c1nn(-c2ccccc2)c(=O)cc1OCC(=O)NCc1ccc2c(c1)OCO2 | 101 | 0.1

4 structures already listed, arranged by formula weight, lowest first.
Structure | PV pol inh | PV pol inh FP z-score
O=C(COC(=O)c1ccccc1C(F)(F)F)Nc1c(F)cccc1F | 98 | 0
COc1ccc2c(C)nc(NC3=NC(c4ccccc4)CC(=O)N3)nc2c1 (configuration not stated) | 99 | -1.3
Cc1ccc(OC(=O)CSc2nnc(-c3ccc4c(c3)OCO4)o2)c(C)c1 | 102 | -0.7
CCOC(=O)c1nn(-c2ccccc2)c(=O)cc1OCC(=O)NCc1ccc2c(c1)OCO2 | 101 | 0.1

Next entries
Structure | PV pol inh | PV pol inh FP z-score
CC(=O)Nc1c(OC(C)=O)c2ccccc2oc1=O | 100 | 0.2
O=c1[nH]cnc2onc(-c3ccc(F)cc3)c12 | 100 | -0.4
CC1(C)CC(=O)c2cc(OCC(=O)N3CCN(Cc4ccccc4)CC3)ccc2O1 | 104 | 1.5
Cc1ccc(N=Cc2c[nH]c3ccccc23)c(C)c1 | 107 | 0.4
COc1ccc(CNC(=O)C(CC(C)C)NS(=O)(=O)c2ccc3c(c2)oc(=O)n3C)cc1 (configuration not stated) | 103 | -1
COc1ccc(-c2nn(-c3cccc([N+](=O)[O-])c3)c3c2cnc2cc4c(cc23)OCO4)cc1 | 107 | 0.1
Nc1ccc(-c2cc3ccccc3oc2=O)cc1 | 103 | 0.2
S=C(NC1CCCCC1)N1CCC(C2C=NC=N2)CC1 (configuration not stated) | 101 | 0.1
CCN1CCN(C(=O)CC2OC(=O)c3ccccc32)CC1 (configuration not stated) | 101 | -0.3
CCOC(=O)c1c(S(=O)(=O)N2CCN(c3cc(Cl)ccc3C)CC2)c(C)n(C)c1C | 105 | -0.6
COc1ccc(C)cc1NC(=O)N1CCC(CN2CCC(C)CC2)CC1 | 109 | -0.2
Cc1ccc(C)c(C(=O)CN2C(=O)NC3(CCc4ccccc43)C2=O)c1 (configuration not stated) | 97 | -1
COc1cc(C(=O)COC(=O)Cn2cnc3ccccc3c2=O)ccc1OC(F)F | 99 | -0.4
CCCCn1c(=O)[nH]c(=O)c2c(C(F)(F)F)cc(-c3ccc(OC)cc3)nc21 | 104 | 0
CC(=O)c1ccc(NC(=O)CSc2nnc3ccc(-c4ccc(Br)cc4)nn23)cc1 | 105 | -0.4
CN(C)N1C(=O)/C(=C/c2cccs2)SC1=Nc1ccccc1 | 100 | -0.5
Cc1[nH]c2ccccc2c1Cc1nc2ccccc2[nH]1 | 104 | 0.7
CCN(C(=O)Cn1ncc2c(=O)oc3ccc(C)cc3c21)c1cc(OC)ccc1OC | 109 | 0.5
CC1CC(C)CN(Cc2csc3c2CCCC3)C1 (configuration not stated) | 105 | 1.6
Cc1cc(C)n(CCc2nc3c4ccccc4nc(N4CCN(c5ccccc5F)CC4)n3n2)n1 | 104 | -0.2
CCCNc1ncnc2onc(-c3ccc(F)cc3)c12 | 100 | -0.4
CCc1ccccc1NC(=O)c1cc2c(=O)n3ccccc3nc2n1C | 87 | -5.3
CS(=O)(=O)c1ccc(C(=O)O)c(O)c1C(=O)O | 97 | -0.8
CCOc1ccccc1NS(=O)(=O)c1cnc(N)nc1 | 108 | 0.1
COc1ccc2c(c1)CCN(Cc1cc3sccc3n1CC1CCCCC1)C2 | 104 | 0.6
O=C(NCCc1ccccc1)c1ccc(CSc2nc3ccncc3n2Cc2ccc(F)cc2)cc1 | 106 | -0.3
COc1ccc(NC(=O)CCCS(=O)(=O)c2nc(-c3ccc(OC)c(OC)c3)cc(C(F)(F)F)n2)cc1OC | 103 | -0.2
Cc1ccccc1NC(=O)Cn1cc2c(n1)CCCCC2 | 101 | -0.4
COc1ccccc1OCC(=O)N(Cc1ccc(Cl)cc1)CC1CCCO1 (configuration not stated) | 102 | -0.1
CCC(=O)Nc1ccccc1C(=O)OCC(=O)Nc1ccc(S(N)(=O)=O)cc1 | 100 | -0.4
CCN(CC)S(=O)(=O)c1cccc(S(=O)(=O)c2ccc(C)c(S(=O)(=O)N(CC)CC)c2)c1 | 102 | 0.2
CCCc1cnc2c(c1SCC(=O)N(C)c1ccccc1)c(=O)n(C)c(=O)n2C | 100 | -1.1
CCOC(=O)c1c(NC(=O)c2ccc(S(=O)(=O)N(CC(C)C)CC(C)C)cc2)sc2c1CCN(CC)C2 | 168 | 10
N#C/C(=C1/CCCCCN1)c1nc2ccccc2s1 | 104 | 0.4
NC(=O)CC1C(=O)N(c2ccc(F)cc2)C(=O)N1NC(=O)CCc1ccccc1 (configuration not stated) | 101 | -0.2
Cc1nc(SCC(=O)C(C)(C)C)[nH]c(=O)c1Cc1c(Cl)cccc1Cl | 104 | 0
CCOC(=O)c1ccc(N2C(=O)c3n[nH]c(C)c3C2c2ccc(Cl)cc2Cl)cc1 (configuration not stated) | 101 | 0.3
COc1ccc(C(=O)Nc2ccc(-c3nc4ncccc4o3)cc2)cc1 | 108 | 0.8
CCN1CCCC1CNCc1cccc(OC)c1OC (configuration not stated) | 103 | 0.4
Cc1ccc(S(=O)(=O)NC(=O)N2CCCN(c3ccc(C(F)(F)F)cn3)CC2)cc1 | 102 | -0.5
O=C(Nc1ccc(Cl)cc1F)c1cc(S(=O)(=O)NCc2ccc3c(c2)OCO3)ccc1F | 107 | -0.2
COc1cc(OC)c(NC(=O)NCc2cccn2Cc2ccccc2)cc1Cl | 107 | 0.1
COc1ccc(-c2noc(CNC(=O)c3cc(OC)c(OC)c(OC)c3)n2)cc1 | 103 | -0.8
CCS(=O)(=O)Nc1ccc(C(=O)NC2CC2)cc1 | 100 | -0.8
Nc1nc(Sc2nc3cc(Cl)ccc3s2)n[nH]1 | 104 | 0.5
O=C(CSc1nncs1)NCc1cccs1 | 109 | 1
Cc1ccnc2c1ccc1ccccc12 | 100 | -0.3
CCS(=O)(=O)N1CCc2cc(C(=O)NCc3ccccc3OC)ccc21 | 106 | -0.3
CN(Cn1[nH]c(-c2cccs2)nc1=S)C1CCCCC1 | 101 | -0.3
CCN(CC)S(=O)(=O)c1ccc2nc(SC)sc2c1 | 101 | 0.3

Additional compounds.
Structure | PV pol inh | PV pol inh FP z-score
Cc1oc2c(c1C(=O)Nc1ccc(C(=O)O)cc1)CCCC2 | 104 | 0.4
CCCOc1ccccc1C(=O)N1CCCCC1CCN1CCOCC1 (configuration not stated) | 109 | 0.6
O=C(c1ccc(F)cc1)N1CCCCC(Sc2nnc(-c3ccc4c(c3)OCO4)o2)C1=O (configuration not stated) | 103 | -0.1
C=C(C)Cn1c(SCC(=O)Nc2cccc(C)c2)nc2sc3c(c2c1=O)CCCC3 | 101 | -1.2
COc1ccccc1Nc1nc(N)nc(CN2CCc3ccccc3C2)n1 | 102 | 0.1
Cc1ccccc1Nc1nc(N)nc(COc2ccc3c(C)cc(=O)oc3c2)n1 | 102 | -0.2
CCn1c(SCC(N)=O)nnc1C(C)Oc1ccc(F)cc1 (configuration not stated) | 101 | -0.4
O=C(CSc1ccccn1)c1ccc(OCc2ccc(F)cc2)cc1 | 103 | 0
CC1Cc2ccccc2N1C(=O)CSc1nc(-c2ccco2)cc(C(F)(F)F)n1 (configuration not stated) | 102 | 0
Cc1cc(C)c(NC(=O)CSc2nc(=O)n(Cc3ccncc3)c3c2CCC3)c(C)c1 | 108 | 0.4
O=C(CN1C(=O)COc2ccc(S(=O)(=O)N3CCCCCC3)cc21)N1CCN(c2ccc(Cl)cc2)CC1 | 107 | 0.7
Cc1cccc(NC(=O)CSc2nc3c(oc4ccccc43)c(=O)n2C2CCCC2)c1C | 104 | 0.6
COc1ccc(S(=O)(=O)N2Cc3ccccc3CC2C(=O)NC(C)(C)C)cc1OC (configuration not stated) | 100 | -0.3
CCn1c(C(=O)N2CCC(C(=O)NCCc3ccc(C)cc3)CC2)cc2sccc21 | 104 | -0.6
CCCS(=O)(=O)N1CCN(S(=O)(=O)c2ccccc2)CC1 | 105 | 1.1
COc1ccc(CNC(=O)C2=C(C)C(=O)OC23CCN(C(C)=O)CC3)cc1 | 103 | -1
CCc1nnc(SCC(=O)Nc2cccc(C)c2)nc1CC | 99 | -1.2
O=C(c1ccc2c(=O)[nH][nH]c(=O)c2c1)N1CCN(c2cccc(C(F)(F)F)c2)CC1 | 103 | -0.2
O=C(Cc1ccccc1)Nc1sc2c(c1C(=O)Nc1ccccc1Cl)CCC2 | 102 | -0.1
O=C(c1ccc2c(Cl)c3c(nc2c1)CCC3)N1CCN(C(=O)c2ccco2)CC1 | 102 | 0.7
Nc1ccc2c(c1)CN(Cc1ccccc1)C2 | 100 | -0.5
COc1ccc(NC(=O)CSc2nc(O)cc(=O)[nH]2)cc1 | 103 | 0.2
COC(=O)C1=C(C)NC(=O)/C1=C\c1ccc(Cl)cc1 | 99 | -0.1
O=C(COC(=O)c1cccc(C(F)(F)F)c1)NC1CCS(=O)(=O)C1 (configuration not stated) | 102 | -0.2
O=C1c2ccccc2C(=O)C1(Nc1ccccc1)c1ccccc1 | 105 | 0.2
Cc1ccc2occ(CN3CCSCC3)c(=O)c2c1 | 100 | -0.2
CCc1ccc(OCC(=O)N(CC)CC)cc1 | 105 | 0.5
CCC(C)(C)NC(=O)C1CCC(CNS(=O)(=O)c2cccc3nsnc23)CC1 (configuration not stated) | 103 | 1.3
CCc1ccc(C2NC(=O)c3[nH]nc(-c4cccc(OC)c4)c32)cc1 (configuration not stated) | 104 | -1
COc1ccc(Cl)cc1NC(=O)Cn1nc(C(F)(F)F)c2c1CCC2 | 106 | 0.6

Retrieved by compound from above (2):
Structure | PV pol inh | PV pol inh FP z-score
Nc1nc(Sc2nc3cc(Cl)ccc3s2)n[nH]1 | 104 | 0.5
Cc1cc(C)n(CCc2nc3c4ccccc4nc(N4CCN(c5ccccc5F)CC4)n3n2)n1 | 104 | -0.2

(more compounds)
Structure | PV pol inh | PV pol inh FP z-score
Cc1cc(C)nc(SCC(=O)C2CC2)n1 | 101 | -0.2
COc1ccc(N2CCN(C(=O)CN(C)CC(=O)Nc3cccc(F)c3)CC2)cc1 | 102 | 0
CCCNc1c(NC(=O)c2ccc(OCCC)cc2)c(=O)oc2ccccc12 | 109 | 1.3
O=C(O)CCCn1c(=O)oc2ccccc21 | 105 | 0.8
